Nrf2 block – inhibitors of Nrf2 signaling. A549 ARE-Fluc reporter, luciferase luminescence, 18-24 h. Potency, µM (highest dose often 46 µM), inactives show at the highest dose activity change, negative = inhibition, usual class: inhibitors. 2.1% of 360,000 active; note: potency is the fitted concentration of half-maximal effect; % is set by controls: 0 for no effect and ±100 for the full control effect; nearly all actives have a fitted effect of over 60% in size
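In this cell-based qHTS, ARE-driven firefly luciferase in A549 cells reports Nrf2 activity; the luminescent signal after BugLite lysis is the measured value, with a prior CellTiter-Fluor read for cell health.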
CCT chaperon mod – changes cytosolic chaperonin activity | purified chaperonin ATPase assay, HTRF ADP detection, 30 min | activity change, % (test concentration not listed), hits read low | 0.3% of 360,000 active; in the data active = activity change below about -30%; note: % is set by controls: 0 for no effect and ±100 for the full control effect
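We incubate TRiC, 40 or 20 nM final, with library compounds at 76 uM and 10 uM ATP for 30 min at 37 °C. ADP formed is detected with Transcreener HTRF reagents after 30 min at room temperature.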
EPAC2 antag – EPAC2 (human) antagonism. EPAC2 GEF exchange of Rap1B-BODIPY-GDP, fluorescence. Potency, µM (doses to about 114 µM), without a hit: at the highest dose activity, negative = inhibition, usual class: inhibitors. 0.18% of 360,000 active. AID 720708; note: potency is the fitted concentration of half-maximal effect; % is set by controls: 0 for no effect and ±100 for the full control effect; nearly all actives have a fitted effect of over 45% in size; many of its hits are not listed in these tables
Target sequence (Q8WZA2 whole entry, looked up): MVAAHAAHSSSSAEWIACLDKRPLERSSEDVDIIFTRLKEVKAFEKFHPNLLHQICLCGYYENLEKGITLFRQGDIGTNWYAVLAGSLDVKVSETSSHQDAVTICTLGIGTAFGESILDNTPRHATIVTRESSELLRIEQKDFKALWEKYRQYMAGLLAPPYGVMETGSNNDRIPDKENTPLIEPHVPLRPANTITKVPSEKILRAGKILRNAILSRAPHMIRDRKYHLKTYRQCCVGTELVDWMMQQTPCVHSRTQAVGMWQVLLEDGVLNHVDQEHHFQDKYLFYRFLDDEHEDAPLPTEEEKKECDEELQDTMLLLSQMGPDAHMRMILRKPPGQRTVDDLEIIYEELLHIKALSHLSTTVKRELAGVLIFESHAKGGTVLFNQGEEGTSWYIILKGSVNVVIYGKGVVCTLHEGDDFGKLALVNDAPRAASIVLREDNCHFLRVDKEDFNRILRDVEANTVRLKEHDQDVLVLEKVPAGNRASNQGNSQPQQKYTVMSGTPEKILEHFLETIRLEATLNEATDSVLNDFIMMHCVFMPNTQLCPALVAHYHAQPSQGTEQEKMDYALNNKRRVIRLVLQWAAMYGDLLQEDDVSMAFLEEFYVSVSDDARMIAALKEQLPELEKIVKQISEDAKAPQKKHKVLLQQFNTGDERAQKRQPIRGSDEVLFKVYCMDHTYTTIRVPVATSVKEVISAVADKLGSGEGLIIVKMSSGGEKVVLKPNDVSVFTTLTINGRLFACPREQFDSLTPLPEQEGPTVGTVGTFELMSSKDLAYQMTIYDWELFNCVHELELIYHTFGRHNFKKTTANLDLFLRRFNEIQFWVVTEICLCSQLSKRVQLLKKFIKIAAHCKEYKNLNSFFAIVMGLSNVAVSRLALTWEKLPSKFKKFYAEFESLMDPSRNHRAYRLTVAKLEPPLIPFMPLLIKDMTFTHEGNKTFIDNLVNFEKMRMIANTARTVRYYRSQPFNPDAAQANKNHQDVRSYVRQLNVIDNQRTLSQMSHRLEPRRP
TGFb inhibitor – inhibitors of TGF-b signaling | AID 588855 | 1.2% of 410,000 active | Potency, µM (top dose mostly 46.1 µM), for the others: at the top dose activity, negative = inhibition, usual class: inhibitors | HepG2 CAGA-GFP TGF-b/SMAD3 reporter, GFP fluorescence, 18 h; TGF-beta stimulated, 500 pg/mL final; note: potency is the fitted concentration of half-maximal effect; % is set by controls: 0 for no effect and ±100 for the full control effect; nearly all actives have a fitted effect of over 65% in size
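Smad-responsive CAGA-GFP expression was quantified in HEPG2 cells exposed to compounds and 500 pg/mL final TGF-beta for 18 h at 37 degrees C; unstimulated wells defined full inhibition.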
Nrf2 activator – Nrf2 pathway activation; AREc32 ARE-luciferase reporter (MCF7-derived line), luminescence, 24 h; Potency, µM (doses to about 46.1 µM), for inactives: at the highest dose activation, actives largely listed as activators; 0.31% of 410,000 active; note: potency is the fitted concentration of half-maximal effect; % of control where 0% means no effect; nearly all actives have a fitted effect of over 65% in size
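ARE-driven firefly luciferase activity in AREc32 cells measured after a 24 hr compound exposure at 37 deg C, using Steady-Glo reagent and a 30 min room-temperature hold.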
EPAC2 agonist – EPAC2 (human) agonism. Q8WZA2. EPAC2 activation, biochemical qHTS; response scale: 100% = 6.5 mM cAMP response. Potency, µM (titrated, usually from 154 µM), for the others: at the top dose activation, most hits filed as activators. 0.079% of 360,000 active; note: potency is the fitted concentration of half-maximal effect; nearly all actives have a fitted effect of over 50% in size
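Readout is BODIPY fluorescence (480 nm excitation, 540 nm emission), which falls as labeled GDP is exchanged off Rap1B. EPAC2 at 100 nM acted on 250 nM RAP1B-BODIPY-GDP with 50 uM GDP present.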
A549 tox – kills or reduces viability of A549 cells in Nrf2 counter-screen. A549 ARE-Fluc cells, CellTiter-Fluor viability, 18-24 h. Potency, µM (series often up to 46 µM), without a hit: at the top dose activity change, negative = cytotoxicity, usual class: inhibitors. 0.16% of 390,000 active. AID 504648; note: potency is the fitted concentration of half-maximal effect; % is set by controls: 0 for no effect and ±100 for the full control effect
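Cytotoxicity counterscreen: CellTiter-Fluor fluorescence was measured in A549 ARE_Fluc cells after 18-24 h of compound exposure in a concentration series. The subsequent BugLite luminescent read reports ARE-luciferase activity.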
pAkt inh – Akt phosphorylation inhibition; Neuro2A IGF-stimulated pAkt S473 HTRF, 20 min; stronger effect = lower value; activity change, % for hits at 50 µM; 0.32% of 360,000 active; AID 651550; in the data active = activity change below about -80%; inconclusive = mostly about -51% to -80%; note: % is set by controls: 0 for no effect and ±100 for the full control effect
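Neuro2A cells (4,500/well, DMEM with 0.5% FBS) were treated with compound at a single 50 µM final concentration, stimulated with 6 nM IGF for 20 min at 37 °C, and lysed. Phospho-Akt Ser473 was read by HTRF as 665/615 ratio ×10^4.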
Mm-Cpn inhibitor – blocks the Methanococcus maripaludis chaperonin Mm-Cpn; Potency, µM (doses to about 76.9 µM), without a hit: at the highest dose activity, negative = inhibition, most hits filed as inhibitors; AID 504842; 0.031% of 330,000 active; purified Mm-Cpn ATPase, ADP Transcreener TR-FRET; note: potency is the fitted concentration of half-maximal effect; % is set by controls: 0 for no effect and ±100 for the full control effect; nearly all actives have a fitted effect of over 80% in size
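Reaction buffer contained 30 mM Tris pH 7.4, 100 mM KCl, 5 mM MgCl2 and 1 mM DTT. Mm-CPN (25 nM final) hydrolysed 10 uM ATP over 30 min at 37°C; ADP was read by HTRF.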
An asterisk follows results filed as active; i = inactive; ? = inconclusive; · = no result given; [ ] = another dose, or the depositor's remark. Unless noted, calls come from the whole dose curve; as a rule, active = well fitted curve in the direction sought with a large enough effect; inconclusive = small, poorly fitted or top-dose-only effect, or another doubt; inactive = no such curve, though single readings can be large; an effect the other way counts as inactive or inconclusive.

SMILES	Nrf2 block	CCT chaperon mod	EPAC2 antag	TGFb inhibitor	Nrf2 activator	EPAC2 agonist	A549 tox	pAkt inh	Mm-Cpn inhibitor
O=S(Cc1ccc(Cl)cc1)CC(O)COc1ccc(Cl)cc1 (stereo not drawn)	·	-1.3	3%	-1%	-0.1%	0%	1%	·	2%
COc1ccc(N(C)C(=O)C2CCN(S(=O)(=O)c3cccc4nonc34)CC2)cc1	-17%	-0.5	1%	19%	-0.4%	8%	-11%	i	-2%
CCOC(=O)N1CCc2c(sc3ncn(C)c(=O)c23)C1	-12%	-3.1	0%	0%	0.2%	4%	-3%	i	0%
N#CC1(NC(=O)COc2cc(F)ccc2[N+](=O)[O-])CCCCC1	1%	-1.6	4%	-3%	3.0%	-6%	-8%	i	1%
O=[N+]([O-])c1ccc(NCCN2CCOCC2)c([N+](=O)[O-])c1	-8%	-0.9	14%	11%	-0.1%	11%	?	i	-3%
CN(CCc1ccccn1)c1ccccc1	?	-1.2	-2%	21%	3.1%	4%	0%	i	·
COc1ccc(Cl)cc1C=CC=Nc1ccc(S(N)(=O)=O)cc1	-34%	-1.2	-4%	?	?	-4%	-9%	i	·
CC(C)(C)CNC(=O)[C@]1(C)CCC[C@@]2(C)C3CC[C@@]4(C)C[C@]3(CCC21)CC4=O (stereo partly drawn)	?	0.2	-15%	0%	-0.4%	-1%	-7%	i	2%
CCOc1ccc(CCNC(=O)C2CCN(C(=O)c3cc4sccc4n3CC)CC2)cc1OCC	?	·	·	?	0.2%	·	-7%	·	·
CC(OC(=O)CNS(=O)(=O)c1ccc(C#N)cc1)C(=O)Nc1cccc(C#N)c1 (stereo not drawn)	3%	-6.2	4%	1%	0.1%	2%	0%	i	0%
O=C(CSc1nc2ccccc2c(=O)n1-c1ccccc1F)Nc1ccc2c(c1)CCC2	?	-1.3	3%	-24%	4.0%	16%	-24%	i	-19%
O=Cc1[nH]c2ccccc2c1N(C(=O)CCl)c1ccccc1	?	-1.9	-11%	?	?	6%	1%	i	-2%
COc1ccc(OC)c(NC(=O)COC(=O)c2ccc(-n3cnnn3)cc2)c1	-18%	-1.5	1%[57.1 µM]	-18%	-0.2%	12%	8%	i	0%
CCCC(=O)N1CCN(Cc2nc3cc([N+](=O)[O-])ccc3n2C)CC1	15%	1.9	3%	-11%	1.9%	2%	-3%	i	-2%
CCCCn1c(N)c(N(CCOC)C(=O)COC(=O)CNC(=O)c2ccc(Cl)c(Cl)c2)c(=O)[nH]c1=O	3%	-0.7	13%	-2%	-0.3%	5%	2%	i	·
CC(NC(=O)c1ccc(N(C)C)cc1)c1ccc(F)cc1 (stereo not drawn)	-11%	3.0	2%	0%	-0.4%	1%	-1%	i	-5%
CC(=O)NN1C(=O)c2ccc(Oc3ccc([N+](=O)[O-])cc3)cc2C1=O	7%	1.3	-8%	-9%	-0.1%	1%	-1%	i	-25%
NS(=O)(=O)c1ccc(NC(=O)c2cccc(Cl)c2)cc1	4%	-6.8	8%	-8%	3.5%	4%	1%	i	0%
COc1ccccc1N1CCN(Cc2ccc(Br)o2)CC1	11%	-1.6	0%	-3%	0.0%	9%	-9%	i	-1%
COc1cccc(NC(=O)/C(C#N)=C/c2ccc(-c3ccc(C)cc3)o2)c1	-15%	·	·	?	2.3%	·	0%	·	·
C=CC[C@H](CC(=O)N(CCO)Cc1ccccc1)C(=O)N[C@@H](COC(=O)[C@@H](CC=C)Cc1ccc(F)cc1)Cc1c[nH]c2ccccc12	18µM*	1.9	-4%	?	-2.5%	10%	?	i	0%
O=C(O)C1CC=CCC1C(=O)Nc1ccc(N2CCN(Cc3ccccc3)CC2)cc1 (stereo not drawn)	3%	-3.1	-1%	0%	0.3%	12%	8%	i	-1%
C[C@@H]1CCC(=O)N(C[C@@H](C)CSc2ccccc2)CC1	2%	-1.1	1%	?	0.4%	2%	-7%	i	0%
C=CCOc1ccc(C(=O)Nc2ccccc2C(=O)NCc2cccnc2)cc1	4%	-0.3	-3%	-16%	0.1%	6%	-17%	i	1%
COC(=O)N/N=C(\CCC(=O)O)c1cccs1	4%	-0.2	-3%	-6%	-0.4%	5%	8%	i	-4%
Next section:
SMILES	Nrf2 block	CCT chaperon mod	EPAC2 antag	TGFb inhibitor	Nrf2 activator	EPAC2 agonist	A549 tox	pAkt inh	Mm-Cpn inhibitor
O=C(CN1CCCC1)Nc1cc(C(F)(F)F)ccc1Cl	7%	-5.7	-1%	7%	-0.2%	7%	0%	i	-12%
CCc1c(C)sc(NC(=O)c2cc(C(C)C)on2)c1C#N	1%	0.4	-3%	-2%	2.1%	-2%	-5%	i	-7%
Cn1ccnc1Sc1nc2ccccc2nc1NS(=O)(=O)c1ccccc1	-18%	-0.4	2%	11%	0.0%	1%	-12%	·	-10%
Cc1cccc(N2C(=O)CC(N3CCN(C(=O)c4ccccc4)CC3)C2=O)c1 (stereo not drawn)	13%	1.4	5%	12%	-0.2%	0%	·	i	0%
COc1cc(/C=C2\SC(=S)N(CCC(=O)NCCc3ccccc3)C2=O)cc(OC)c1OC	-8%	-8.7	4%	-16%	0.8%	6%	-7%	i	3%
Cc1ccc(C(O)(C(=O)NNc2ccccn2)c2ccc(C)cc2)cc1	0%	-2.0	-6%	10%	-0.1%	2%	-1%	i	2%
CC[C@@]1(C(=O)OC)N[C@H](CN(C)C(=O)c2ccc(C)cc2)[C@@H]2C(=O)N(C)C(=O)[C@@H]21	10%	-0.2	-3%	2%	0.7%	-3%	-3%	i	2%
O=C(NC(=S)Nc1cccc2cnccc12)c1ccccc1	-11%	0.6	10%	-7%	?	1%	0%	i	3%
O=C(O)CC(Cc1ccc(Cl)cc1)C(=O)Nc1cc(Cl)ccc1Cl (stereo not drawn)	-1%	1.3	-19%	5%	-0.7%[9.22 µM]	4%	-7%	i	4%
CCOC(=O)Cn1c(=O)n(Cc2ccco2)c(=O)c2ccc(C(=O)NC3CCCC3)cc21	-4%	-1.4	4%	-2%	0.3%	11%	5%	i	2%
CCCCC(=O)Nc1cccc(-c2nc3ccccc3s2)c1	?	·	·	?	14%	·	0%	·	·
Cc1nnc(SCC(=O)Nc2ccc([N+](=O)[O-])cc2)n1CC1CCCO1 (stereo not drawn)	-13%	-0.8	-20%	-8%	0.1%	30%	-4%	i	0%
O=C(NN1CCOCC1)c1cccc(Br)c1	9%	-1.2	-10%	-1%	0.1%	5%	2%	i	·
COc1ccc(OC)c(C(C)NS(=O)(=O)c2cccs2)c1 (stereo not drawn)	4%	3.3	4%	-2%	-1.0%	-1%	3%	i	2%
O=C(NCc1ccco1)c1nc(-c2ccc(F)cc2)no1	?	1.5	6%	-5%	12%	1%	4%	i	-2%
COc1ccc(N=C(C)C2C(=O)c3ccccc3C2=O)cc1	·	1.1	-11%	-8%	6.3%	4%	·	i	·
Cc1ccc(-n2c(SCC(=O)N/N=C/c3ccccc3C(=O)O)nnc2-c2ccccc2)cc1	-3%	-1.5	-5%	-23%	-0.1%	0%	2%	i	-1%
CCOc1cc(C(=O)N(CC)CC(=O)Nc2c(F)cccc2F)ccc1OCC(=O)N1CCOCC1	1%	-0.1	26%	?	-0.2%	12%	-7%	i	-3%
CCn1c(=O)cc(SCC(=O)NCCc2ccc(OC)cc2OC)c2ccccc21	-26%[9.27 µM]	·	·	0%	3.6%	·	1%	·	·
O=C(CN1CCCCCC1)NN(Cc1ccccc1)c1ccccc1	9%	0.4	3%	-8%	0.0%	6%	-8%	i	-1%
Cc1n[nH]c(=S)n(/N=C/c2cccc([N+](=O)[O-])c2)c1=O	0%	-1.1	-5%	0%	3.9%	11%	8%	i	1%
O=c1oc2ccccc2c2c1ncn2C1CCCCC1	·	-4.2	6%	?	-0.4%	4%	-3%	i	1%
COC(=O)CCC(=O)Nc1ccc(NC(=O)CCC(=O)OC)cc1	32%	1.2	-6%	6%	-1.0%	1%	7%	i	-3%
Cc1ccc(C(=O)CSc2nnnn2Cc2ccccc2)cc1C	-2%	-4.5	-4%	2%	0.4%	5%	0%	i	-5%
COc1ccc(Cl)cc1NC(=O)CC1S/C(=N/N=C2CCCCCC2)NC1=O (stereo not drawn)	?	-1.6	2%	-8%	3.6%	-1%	-7%	i	-4%

Grouped by structure: the entries above containing two or more sulfur atoms (3)
SMILES	Nrf2 block	CCT chaperon mod	EPAC2 antag	TGFb inhibitor	Nrf2 activator	EPAC2 agonist	A549 tox	pAkt inh	Mm-Cpn inhibitor
Cn1ccnc1Sc1nc2ccccc2nc1NS(=O)(=O)c1ccccc1	-18%	-0.4	2%	11%	0.0%	1%	-12%	·	-10%
COc1cc(/C=C2\SC(=S)N(CCC(=O)NCCc3ccccc3)C2=O)cc(OC)c1OC	-8%	-8.7	4%	-16%	0.8%	6%	-7%	i	3%
COc1ccc(OC)c(C(C)NS(=O)(=O)c2cccs2)c1 (stereo not drawn)	4%	3.3	4%	-2%	-1.0%	-1%	3%	i	2%

Next compounds follow.
SMILES	Nrf2 block	CCT chaperon mod	EPAC2 antag	TGFb inhibitor	Nrf2 activator	EPAC2 agonist	A549 tox	pAkt inh	Mm-Cpn inhibitor
N#CCSc1nnc(N)s1	·	-0.1	3%	12%	0.1%	1%	-1%	i	1%
Cc1nc2ncnn2c(C)c1C/C=C/c1ccccc1	-7%	-2.0	-2%	0%	-0.6%	-1%	-2%	i	0%
Cc1cccc(CC(=O)Nc2ccon2)c1	-5%	-1.7	1%	-18%	0.1%	7%	5%	i	-5%
Cc1ccc2c(C)nc(Nc3nc(CSc4nnc(C)s4)cc(=O)[nH]3)nc2c1	·	-1.4	0%	-15%	-0.3%	-1%	-2%	i	2%
C[C@H]1CN([C@@H](C)CO)S(=O)(=O)c2ccc(Br)cc2O[C@@H]1CN(C)C(=O)C1CCOCC1	·	-0.9	-15%	-2%	-0.8%	-6%	·	i	·
O=C(c1ccccc1)c1cccs1	-3%	-0.7	4%	6%	-0.5%	3%	-1%	i	0%
O=C(OCc1c(-c2ccccc2)ncc2ccccc12)c1ccco1	4%	-1.1	?	-4%	8.2%	20%	4%	i	-3%
CCCNC(=O)c1cc(-c2ccco2)on1	14%	-3.3	-1%	35%[activator]	19%	4%	11%	i	2%

A portion of the library, so the mix of outcomes need not match the whole.
